Statin myotox sup – suppressors of simvastatin-induced myotoxicity in C2C12 myotubes; ATP luminescence, 48 h; scaled: DMSO 0, geranylgeraniol control 100; rescue of ATP level, % at 7.49 µM; 330,000 compounds, 0.78% hits; AID 602340;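 active means mean ATP rescue above about 67%, or every replicate alone reaching that limit, limit read from the data, passing the limit was not always enough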;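 further: myotubes were challenged with 10 µM simvastatin during compound exposure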
Cneo AK release – Cryptococcus neoformans lysis via adenylate kinase release. C. neoformans lysis, adenylate kinase release luminescence, 4 h; normalised: neutral wells 0, clomiphene wells 100. lysis activity, % at 15 µM. 360,000 compounds, 0.2% hits. AID 651654;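 active means mean lysis activity across replicates of at least 80%, whatever share of replicates individually reach that level; inactive means mean lysis activity below 80%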
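Assay system: C. neoformans cells. Amount: yeast cell density of 5 × 10^6 cells/mL. Technique: AK luminescence. Buffer or medium: YPD. Times: static 4 h at 37 °C with compound, 1 h detection. Dosing: single-point compound dose. Read-out: lysis from increased AK signal.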
Xi reactivation – activators of X-chromosome reactivation in mouse fibroblasts | XiGFP mouse fibroblasts, % GFP-positive cells imaging, 3 d; cells co-treated with 5-aza-dC sensitizer; scaled so ellipticine positive control = 100% | activation, % at 7.58 µM | 360,000 compounds, 0.055% hits;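 active means mean normalized replicate activation at least 10% and every replicate at or above 10%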;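 further: 0% = median of on-plate neutral control wells and 100% = ellipticine 6 µM median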
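System: 68-5-11 XiGFP fibroblast line | Buffer or medium: DMEM containing 5-aza-dC | Compound: Single point | Times: Compounds 3 days, fix/stain 15 min at room temperature | Benchmarks: Positive control ellipticine, 6 µM final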
ERAP1 inh – inhibitors of human ERAP1 aminopeptidase | Q9NZ08 | 340,000 compounds, 0.15% hits | recombinant ERAP1, Leu-AMC fluorescence, 60 min | inhibition, % at 10.7 µM | AID 652197;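 active means mean replicate inhibition of at least 30%, or all replicates individually reaching that 30% level; inactive means mean below 30% and not every replicate reaching it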;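 further: 0% = neutral control wells and 100% = L-leucinethiol positive control wells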
S100A4 inh HTS – inhibitors of human S100A4 binding to myosin IIA peptide. P26447. 360,000 compounds, 0.14% hits. S100A4/TAMRA-MyoIIA peptide fluorescence polarization. inhibition, % at 10.7 µM. AID 652163;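 active means mean inhibition of at least 70% across replicates, with every replicate also reaching that level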
Target sequence (P26447 whole entry, looked up): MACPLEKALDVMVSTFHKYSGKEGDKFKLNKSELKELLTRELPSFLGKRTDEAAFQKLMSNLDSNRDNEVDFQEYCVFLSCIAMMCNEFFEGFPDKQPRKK
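Material: S100A4 monomer protein / Buffer or medium: 50 mM HEPES pH 7.2, 10 mM CaCl2, 100 mM KCl / Times: 5 min incubation before reading / Benchmarks: neutral control DMSO, positive control TFP / Reagent: labelled myosin peptide probe, 5 nM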
LGR2 inh – inhibitors of bursicon-induced Drosophila LGR2 receptor cAMP signaling; inhibition, % at 9.99 µM; HEK293 LGR2, CRE-luciferase, bursicon-stimulated, 4 h; AID 720647; 380,000 compounds, 0.35% hits;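 active means drop in luminescence signal, shown as inhibition above about 50% in the replicate tests, limit read from the data, passing the limit was not always enough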;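 further: agonist challenge used bursicon conditioned medium at about half maximal strength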
SIRT5 block – inhibitors of human sirtuin-5 desuccinylase. Q9NXA8. Purified SirT5, succinyl-peptide AMC, trypsin-coupled fluorescence. inhibition, % at 15 µM. 330,000 compounds, 1.1% hits. AID 652115; in the data active means inhibition above about 15%
Target sequence (Q9NXA8 whole entry, looked up): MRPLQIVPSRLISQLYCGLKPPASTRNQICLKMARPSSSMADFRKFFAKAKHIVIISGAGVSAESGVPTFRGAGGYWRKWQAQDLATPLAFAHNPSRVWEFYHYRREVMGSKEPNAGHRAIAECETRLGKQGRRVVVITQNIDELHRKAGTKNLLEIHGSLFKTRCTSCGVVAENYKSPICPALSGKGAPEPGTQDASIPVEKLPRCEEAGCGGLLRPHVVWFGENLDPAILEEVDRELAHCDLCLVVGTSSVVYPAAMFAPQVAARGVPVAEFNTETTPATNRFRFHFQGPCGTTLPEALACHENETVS
PGC1a acetyl inh – PGC1a acetylation modulation, inhibitor mode | U2OS PGC1a acetylation, AlphaScreen anti-acetyl-lysine; with virally co-expressed GCN5 acetyltransferase | inhibition, % at 15.6 µM | 350,000 compounds, 0.17% hits | AID 651687;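 active means every replicate shows inhibition of at least 40%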;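 further: 0% = neutral control wells and 100% = positive control wells; some results beyond the cut were filed as inactive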
* hit, by the source's call; nt = not tested or not shown. Only part of the results is shown; count on the stated rates, not on these rows.

Sequence of screens: Statin myotox sup, Cneo AK release, Xi reactivation, ERAP1 inh, S100A4 inh HTS, LGR2 inh, SIRT5 block, PGC1a acetyl inh
COc1ccc(CNCCC(c2ccccc2)C2CCOC(C)(C)C2)cc1 (configuration not stated)
→ nt, nt, 0.0, -0.8, -19.2, 8.4, -0.3, -6.6
O=[N+]([O-])c1cccc2ncccc12
→ 3.8, -0.4, 0.0, 2.8, -1.6, -5.2, -2.7, 2.4
COc1cccc(CNC(=O)CCC2CCCN(C(=O)c3ccc(OC)c(F)c3)C2)c1 (configuration not stated)
→ 1.9, -2.7, 0.0, -0.8, -0.6, -5.6, -5.5, 3.3
Cc1ccc(S(=O)(=O)N2CCCC2)cc1C(=O)NCC(C)(C)N1CCOCC1
→ -11.9, 0.4, 0.1, -1.1, -3.3, -4.7, -2.4, -13.8
CCc1ccc(Nc2n[n+](C)c(-c3ccncc3)s2)cc1
→ 3.9, -1.7, -0.2, nt, 11.2, -1.7, nt, 2.6
COc1ccc(S(=O)(=O)N(C)c2ccc(C(=O)Nc3cccnc3)cc2)cc1OC
→ 1.6, 0.8, 0.2, 0.7, -1.1, -24.6, -4.4, nt
CNC[C@H]1OCCCC[C@@H](C)Oc2ccc(NC(=O)c3ccncc3)cc2C(=O)N([C@H](C)CO)C[C@H]1C
→ 2.9, 0.1, 0.0, -3.7, 9.6, -1.6, 0.8, 5.0
CCN1C(=O)[C@H]2[C@@H](c3ccc(C)cc3)N3C(=O)N(c4cccc(F)c4)C(=O)[C@@]3(C)[C@H]2C1=O
→ 11.0, 0.5, 0.2, -0.1, 0.1, 16.0, nt, nt
CCCCCCn1c(CN2CCCCC2C)nc2c1c(=O)n(C)c(=O)n2C (configuration not stated)
→ 37.4, -0.1, nt, 1.0, -2.5, 5.9, 0.2, 34.3
O=C(/C=C/c1cc([N+](=O)[O-])ccc1OC(F)F)Nc1cccc2ccccc12
→ nt, nt, 0.3, 0.6, 2.4, 7.3, 5.2, nt
Cc1ccc(NC(=O)COC(=O)Cc2c[nH]c3ccccc23)cc1C
→ 4.2, -2.1, 0.3, -0.8, 1.2, 16.8, -10.0, nt
O=C(Nc1ccc2c(c1)OCO2)N[C@@H]1CC[C@H](CCNC(=O)C2CCOCC2)O[C@H]1CO
→ -0.9, 0.5, 0.3, -1.0, 8.5, 10.1, 5.0, 4.6
O=C(NCc1nc2ccccc2[nH]1)c1cccs1
→ -4.8, 6.2, 0.1, 2.9, -9.5, -16.6, -2.0, nt
C[C@@H]1CN([C@H](C)CO)C(=O)c2cccc(NS(=O)(=O)c3cn(C)cn3)c2O[C@H]1CN(C)Cc1ccc(Cl)c(Cl)c1
→ 10.5, -1.6, 0.1, -0.3, -3.6, 5.8, -0.5, -14.7
Cc1c(Cl)cccc1NC(=O)CC1SC(=NCC2CCCO2)NC1=O (configuration not stated)
→ nt, nt, 0.3, -0.1, 0.3, -1.0, -2.7, nt
Cc1onc(-c2ccccc2)c1C(=O)NC(=S)NNC(=O)c1cc(-c2ccc(F)cc2)n[nH]1
→ nt, 5.4, 0.0, 6.1, -3.4, -2.4, -4.0, -10.1
Cc1cc(OCCCCn2ccnc2)cc(C)c1Cl
→ nt, nt, -0.1, -2.4, -2.9, 9.3, nt, nt
CC1CC(=O)Nc2ccccc2N1C(=O)CSc1nnnn1C (configuration not stated)
→ 1.6, nt, 0.2, -1.2, -5.5, -10.1, -2.3, 1.8
O=C(NCc1ccccc1)C(c1ccccc1)N(C(=O)c1csnn1)C1CCCC1 (configuration not stated)
→ 0.5, 19.1, 0.1, -1.1, 0.7, -4.0, -2.1, nt
Cc1noc(C)c1NC(=O)NCC[C@@H]1CC[C@@H](NC(=O)Nc2cccc(F)c2)[C@H](CO)O1
→ 16.6, -0.2, -0.5, 3.8, 6.5, -24.8, -0.9, 0.0
CCCN(CC(=O)Nc1cc(Cl)ccc1Cl)C(=O)CN1C(=O)C2CCCCC2C1=O (configuration not stated)
→ 2.3, -4.3, 0.0, -1.7, -1.3, -10.3, 0.6, nt
CNc1n[nH]c(=S)s1
→ nt, -2.8, 0.0, 19.0, 3.1, nt, -1.1, 9.3
O=C(C[C@H]1C[C@H]2c3cc(NC(=O)C4CCC4)ccc3O[C@H]2[C@H](CO)O1)NCc1cc(F)ccc1F
→ 8.4, -4.3, 0.4, -0.1, 4.9, 14.5, 2.8, -0.2
O=C(O)c1ccccc1/C=N/Nc1ccc(S(=O)(=O)N2CCOCC2)cc1[N+](=O)[O-]
→ nt, nt, -0.1, 18.1, -3.2, 2.4, 3.7, 9.0
C/C(=N/Nc1ccccc1[N+](=O)[O-])c1ccc(C)c([N+](=O)[O-])c1
→ 12.1, -0.8, 0.0, 1.8, -0.9, -8.4, 1.6, nt
CN(N=O)c1ccc(C=C2C=Cc3ccccc32)cc1
→ nt, nt, -0.1, -0.8, 0.9, -17.8, nt, nt
COc1ccc(N2CCN(C(=O)c3oc4ccccc4c3C)CC2)cc1
→ nt, nt, -0.1, -1.8, 28.9, -23.9, -4.0, -21.0
CN(C)c1ccc(C(C(=O)NCC2CCCO2)N(Cc2ccco2)C(=O)c2snc(C(N)=O)c2N)cc1 (configuration not stated)
→ -13.3, -2.2, 0.0, 1.1, -13.9, 9.1, 7.6, nt
Cc1cccc(-n2cnc3cc(C(=O)NCC4CCCO4)ccc32)c1 (configuration not stated)
→ -18.4, -0.1, -0.1, 0.8, -1.3, 0.3, -4.5, nt
CC[C@@H]1Cc2[nH]c(=O)[nH]c(=O)c2[C@H](c2ccc(Cl)cc2)O1
→ nt, nt, -0.1, -0.6, 4.0, 3.9, 2.0, nt

Some entries already given, showing only ERAP1 inh:
SMILES	ERAP1 inh
C[C@@H]1CN([C@H](C)CO)C(=O)c2cccc(NS(=O)(=O)c3cn(C)cn3)c2O[C@H]1CN(C)Cc1ccc(Cl)c(Cl)c1	-0.3
CNc1n[nH]c(=S)s1	19.0

New compounds follow.
Sequence of screens: Statin myotox sup, Cneo AK release, Xi reactivation, ERAP1 inh, S100A4 inh HTS, LGR2 inh, SIRT5 block, PGC1a acetyl inh
COc1cccc(S(=O)(=O)N[C@H]2C=C[C@@H](CC(=O)NCc3ccc(F)cc3)O[C@H]2CO)c1
→ 13.5, 0.9, 0.0, -3.6, 5.6, 15.3, 7.4, -9.2
C[C@H]1CN([C@@H](C)CO)C(=O)c2cccc(NC(=O)Nc3ccccc3)c2O[C@@H]1CN(C)S(C)(=O)=O
→ -14.8, 0.3, 0.0, 2.1, -4.7, 7.0, -0.7, 1.1
Nc1nc(-c2ccccc2)c(-c2ccccc2)o1
→ nt, -3.2, 0.0, 4.3, -14.9, -6.5, -3.6, -9.5
C[C@@H]1CN([C@H](C)CO)C(=O)Cc2cc(NC(=O)C3CCCCC3)ccc2O[C@H]1CN(C)Cc1ccc(C(F)(F)F)cc1
→ 58.2, 1.8, -0.9, -0.7, 9.1, 12.5, 3.8, -5.3
COc1ccc(-c2nnc(SCC(=O)N3CCCC3=O)n2N)cc1OC
→ -3.6, -0.6, 0.0, 1.2, -1.8, 6.6, -6.5, -0.4
CCCCn1c(N)c(N(CCOC)C(=O)CN(C)CC(=O)Nc2ccc(Cl)c(Cl)c2)c(=O)[nH]c1=O
→ -6.5, 0.7, 0.0, -4.6, -26.9, 6.0, -4.0, 2.6
CN(Cc1ccccc1)C(=O)CN1CCN(S(=O)(=O)c2ccccc2F)CC1
→ 4.0, 1.9, 0.0, 11.1, 0.4, 20.2, 0.8, -1.0
CC(C)NS(=O)(=O)c1ccc2c(c1)NCC2
→ nt, nt, -0.3, 4.2, -9.1, -11.1, 0.7, nt
COc1ccc(CN2C(=O)c3ccccc3C2C(=O)NCC2CCCO2)c(OC)c1 (configuration not stated)
→ 1.2, 3.7, nt, nt, nt, -8.6, nt, 3.7
Cc1noc(C)c1S(=O)(=O)Nc1ccc2c(c1)C(=O)N([C@@H](C)CO)C[C@H](C)[C@H](CN(C)C(=O)NC(C)C)O2
→ nt, -3.2, 1.3, 1.2, nt, -27.4, 2.4, 8.2
Cc1ccc(NC(=O)C(C)NC(=O)OCc2ccccc2)cc1C (configuration not stated)
→ nt, nt, -0.1, nt, 0.3, -0.5, -0.3, 10.6
Cc1ccc2[nH]c3c(c2c1)CCNC3=O
→ nt, -1.9, 0.0, -1.2, 0.6, -7.6, -3.2, 5.4
Cc1[nH]c2ccccc2c1/C=N/NC(=O)c1cc(C(C)C)[nH]n1
→ nt, nt, 0.2, -2.8, 0.0, -25.7, 2.5, 4.0
CCOC(=O)Cc1csc(NC(=O)/C=C/c2ccc(OC)cc2)n1
→ 0.7, -8.6, 0.0, 1.1, -11.0, -7.3, 3.8, nt
C[C@H]1CN([C@@H](C)CO)C(=O)c2cc(NC(=O)Cn3cnnn3)ccc2O[C@H]1CN(C)S(=O)(=O)c1ccccc1
→ 16.0, nt, 0.2, 0.0, 5.5, 9.2, -1.0, -3.2
O=C(Nc1ccc(Cl)c(C(F)(F)F)c1)[C@@H]1CC=C[C@@H]2CCN(Cc3ccccc3)C(=O)[C@@H]21
→ 1.2, 1.7, 0.1, -1.2, -2.5, 3.9, nt, nt
O=C(c1ccncc1)N1CCN(S(=O)(=O)c2cccc(F)c2)CC1
→ 9.2, 2.8, 0.1, 7.8, 2.1, 13.2, -4.7, nt
CCCOc1ccc(N2C(=O)CC(N(CCCO)C(=O)CC)C2=O)cc1 (configuration not stated)
→ -3.5, -0.9, 0.1, 0.7, -8.3, 9.8, nt, -2.7
CCOc1ccccc1NC(=O)COC(=O)C1CC1
→ nt, nt, 0.4, 3.2, -2.5, 4.5, -2.9, nt
Cc1noc(C)c1NC(=O)N(C)C[C@@H]1Oc2c(NC(=O)Nc3ccc(C(F)(F)F)cc3)cccc2C(=O)N([C@H](C)CO)C[C@@H]1C
→ 21.8, 43.4, 0.1, -2.0, 21.7, 31.6, 4.0, 8.6
CCCCOc1ccc(C(=O)NCC(=O)NCC(c2ccc(F)cc2)N2CCOCC2)cc1 (configuration not stated)
→ nt, nt, 0.0, 5.4, -4.6, -0.2, -3.1, nt
C[C@@H]1CN([C@@H](C)CO)C(=O)c2cccc(NC(=O)Nc3ccc(F)cc3)c2O[C@@H]1CN(C)Cc1ccc(-c2ccccc2)cc1
→ nt, 16.4, -0.2, 0.6, -25.8, nt, 1.7, 14.2
COc1ccc(/C=C/C(=O)NC(=S)Nc2ccccc2C(=O)NC2CCCCC2)cc1
→ nt, nt, nt, 4.2, 3.1, 12.0, -0.1, 8.7
NS(=O)(=O)c1ccc(CCNC(=O)CSc2ccc([N+](=O)[O-])cc2)cc1
→ 1.4, -2.4, 0.0, 7.6, 3.5, 4.5, -1.5, 2.2
C[C@@H]1CN([C@H](C)CO)C(=O)c2c(c3ccccc3n2C)-c2ccccc2CO[C@H]1CN(C)S(=O)(=O)c1cccc(C#N)c1
→ 6.2, -1.0, 0.0, 1.1, 6.5, 23.3, -5.3, -15.1
COc1ccccc1C(=O)Nc1ccc2c(c1)OC[C@@H](C)NC[C@@H](C)[C@@H](OC)CN(C)C2=O
→ 2.1, 21.9, -0.4, 2.7, 1.7, 1.9, -0.5, 13.0
CN(Cc1nnc(-c2ccc(F)cc2)o1)c1ccccc1
→ 14.1, -2.3, 0.1, -3.9, -8.5, -93.8, -2.2, -3.9
CC(C)(C)n1ncc2c(=O)n(Cc3ccc(Cl)c(Cl)c3)cnc21
→ nt, nt, 0.1, 10.7, 2.9, 9.4, -5.7, 1.4
COc1ccc(CN(CCCn2cnc3c(OC)ncnc32)CCCn2cnc3c(OC)ncnc32)cc1
→ 1.3, -1.2, 0.2, -1.4, 2.3, -11.8, -0.6, -12.7
